IDE cell inh – cellular human IDE inhibition. AID 434962. 320,000 compounds, 0.41% hits. HEK cells, FAbetaB cleavage, fluorescence polarization. inhibition, % at 5.59 µM. P14735;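 active means percent inhibition above the average of all tested compounds plus 3 SD, set per screening campaign, cut at about 16% in these data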;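 further: IDE supplied by intact live HEK cells; FP after avidin binding of uncleaved biotin substrate so inhibition keeps polarization high; 0% = DMSO wells and 100% = 60 µM reference IDE inhibitor Ii1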
PfM18AAP inh – blocks P. falciparum M18 aspartyl aminopeptidase. AID 1822. recombinant PfM18AAP, H-Glu-NHMec fluorogenic cleavage. 290,000 compounds, 1.2% hits. inhibition, % at 7.35 µM;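 active means inhibition above the campaign mean inhibition over all tested compounds plus 3 SD, cut at about 28% in these data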;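 further: 0% = plate median of test compound wells and 100% = 2 mM ZnCl2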
UBC9 SUMO inh – inhibitors of human SUMOylation (UBC9); P63279; HTRF SUMOylation assay, SAE1/SAE2 + UBC9, in vitro; inhibition, % at 35 µM; 290,000 compounds, 0.36% hits; AID 2006; in the data active means inhibition above about 50%, passing the limit was not always enough; further: strong numbers were not always called active
Target sequence (P63279 whole entry, looked up): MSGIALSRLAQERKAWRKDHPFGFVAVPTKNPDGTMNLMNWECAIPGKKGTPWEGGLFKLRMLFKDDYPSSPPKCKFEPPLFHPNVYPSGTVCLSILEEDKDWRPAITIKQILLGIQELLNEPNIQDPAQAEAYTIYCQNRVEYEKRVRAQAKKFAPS
pCIP destab – compounds decreasing mouse p/CIP protein stability; Q05BA5; F442A p/CIP-EGFP cells, EGFP fluorescence, 16 h; decrease of EGFP signal, % at 10 µM; 290,000 compounds, 0.01% hits; AID 1984;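 active means EGFP signal decrease of at least 30% at 10 µM or well 3 SD below plate mean, unless failing retest; inactive means the rest, including hits failing retest or dose response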; further: some compounds called inactive have numbers as strong as hits; many of its hits are not listed in these tables
VIM-2 inh – inhibitors of Pseudomonas aeruginosa VIM-2 metallo-beta-lactamase | purified VIM-2, nitrocefin hydrolysis, epi-absorbance fluorescence | 290,000 compounds, 0.89% hits | AID 1527 | inhibition, % at 5.6 µM;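 active means inhibition above the mean of all tested compounds plus 3 SD, cutoff set per screening run, cut at about 7.5% in these data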;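 further: red hydrolysis product quenches plate fluorescence so inhibitors raise well fluorescence; 0% = enzyme with DMSO and 100% = DMSO without enzyme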
DNA FID counter – counter-screen for HCV NS3 helicase inhibitors: DNA intercalator displacement; inhibition, % at 7.9 µM; 290,000 compounds, 0.17% hits; DNA fluorescent intercalator displacement, fluorescence; AID 1845; in the data active means inhibition above about 37%;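 further: 0% = vehicle and 100% = reference compound; higher means more ethidium bromide displaced from hairpin DNA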
IMP-1 inhibitor – blocks Pseudomonas aeruginosa IMP-1 metallo-beta-lactamase. purified IMP-1, nitrocefin hydrolysis, epi-absorbance fluorescence. AID 1556. 290,000 compounds, 0.45% hits. inhibition, % at 5.6 µM;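 active means inhibition above the mean plus 3 SD of all compounds in the same screening run, cut at about 4.5% in these data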;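 further: 0% = IMP-1 with DMSO and 100% = DMSO wells lacking enzyme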
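Test system: recombinant IMP-1 enzyme, purified / Medium: HEPES buffer pH 7.1 with ZnSO4 and Brij 35 / Doses: single dose, 5.6 µM / Times: 25 °C, 15 min preincubation, 25 min reaction / Detection: Epi-absorbance via hydrolysed-nitrocefin quenching of white-plate fluorescence, 480/530 nm, EDTA stop / Evaluation: percent inhibition from optical density relative to buffer-blank wells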
IDE act – boosts human insulin-degrading enzyme activity in HEK cells; activation, % at 5.96 µM; 340,000 compounds, 0.073% hits; P14735; FAbeta-B cleavage, fluorescence polarization; 0% vehicle, 100% cell-free pure enzyme wells; AID 493087;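 active means activation above the mean of all tested compounds plus 3 SD, set per screening campaign, cut at about 17% in these data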
NS3 helicase inh – HCV NS3 helicase inhibition; NS3 helicase DNA unwinding, Cy5 molecular beacon fluorescence; inhibition, % at 10.9 µM; 290,000 compounds, 0.56% hits; AID 1800;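 active means inhibition above the mean of all tested compounds plus 3 SD, set per campaign, cut at about 35% in these data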;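 further: 0% = DMSO wells and 100% = thioflavine S control wells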
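test system = hepatitis C virus NS3 helicase domain fragment enzyme | reagent = annealed dual-labelled DNA beacon duplex, ATP-started | times = 1 h at 25 °C | detection = Cy5 fluorescence, 0 and 60 min reads | read-out basis = percent inhibition from t60/t0 fluorescence ratio | control set = DMSO and thioflavine S | replication = one well per compound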
* marks the source's active call; other numbers are inactive results; . = no result given.

entry	SMILES	IDE cell inh	PfM18AAP inh	UBC9 SUMO inh	pCIP destab	VIM-2 inh
1	CC(=O)Nc1ccc(S(=O)(=O)NNC(=O)c2ccc([N+](=O)[O-])cc2)cc1	0	21	9	-6	1.0
2	COc1cc2[nH]c(=O)n(CCCC(=O)NCCc3ccccc3)c(=O)c2cc1OC	-6	11	26	8	-4.3
3	CN1C(=O)C(O)(CC(=O)c2cccnc2)c2ccccc21 (configuration not stated)	-2	-7	7	1	-2.1
4	O=S(=O)(NCCOc1ccccc1Cl)c1ccc2oc3ccccc3c2c1	-4	0	.	.	-0.5
5	COc1ccc(C(=O)Nc2cc3c(cc2OC)CCCC3)cc1Br	0	-11	1	-1	-1.8
6	CCCCn1c(C(C)NC(=O)COC)nc2ccccc21 (configuration not stated)	5	-2	-35	-21	0.0
7	COCCSc1ccccc1C(=O)Nc1cc(C)ccn1	7	-11	5	-4	-0.9
8	O=C(O)CC(C(=O)NC1CCCCC1)C1CCCO1 (configuration not stated)	1	-13	17	3	-0.6
9	COc1ccc(Nc2ccnc(Nc3ccc(OC)cc3)n2)cc1	-1	-1	-12	4	-1.7
10	Cc1cc2nc(C3CCN(C(=S)NCC(C)C)CC3)[nH]c2cc1C	-2	-11	-7	-11	-2.6

entry	DNA FID counter	IMP-1 inhibitor	IDE act	NS3 helicase inh
1	2	-2.5	5	9
2	-16	-3.0	5	-9
3	-8	8.6*	4	1
4	-5	-2.5	5	-9
5	-1	-1.3	2	-1
6	-7	-0.6	-4	-2
7	-1	-2.2	3	-6
8	-3	4.2	3	21
9	13	-2.1	3	-61
10	6	-2.3	2	-4

The list goes on.
entry	SMILES	IDE cell inh	PfM18AAP inh	UBC9 SUMO inh	pCIP destab	VIM-2 inh
11	c1ccc(CCCCNCC2COc3ccccc3O2)cc1 (configuration not stated)	-6	1	8	-12	-3.8
12	CCCc1cc(=O)n2[nH]c(-c3cc(OC)c(OC)c(OC)c3)nc2n1	1	0	2	1	-4.0
13	CCOC(=O)n1c(=O)n(Cc2c(Cl)cccc2Cl)c2ccccc21	0	-11	13	-27	-4.3
14	COc1cccc(-c2cc(C(=O)N3CCN(c4ccccc4OC)CC3)no2)c1	-2	8	2	-5	-4.1
15	Cc1cc(S(=O)(=O)N2CCOCC2)ccc1OCC(=O)NCc1ccco1	-5	-6	8	-4	-0.2
16	Cc1ccc(NC(=O)CSc2nccn2C)cc1F	-4	1	6	-4	-0.5
17	CCOC(=O)c1c(C)n(C)c2cc(Br)c(C)cc12	4	-5	-11	7	-1.8
18	O=S(=O)(NC1CC1)c1ccc(S(=O)(=O)N2CCN3CCCC3C2)cc1 (configuration not stated)	-1	7	3	-9	-1.5
19	C/C(CCN1CCCCc2nc(C)c(C)cc21)=N\O[C@@H](C)c1cn([C@H](CO)Cc2ccccc2)nn1	.	-1	-20	5	-1.8
20	O=C(Cc1ccccc1)Nc1c(C(=O)N2CCCCCC2)cnn1-c1ccccc1	-3	5	-39	-1	-0.2

entry	DNA FID counter	IMP-1 inhibitor	IDE act	NS3 helicase inh
11	15	-2.6	-1	-7
12	-4	0.9	-3	0
13	-10	-1.0	1	2
14	-40	-3.0	3	7
15	-10	-0.8	4	0
16	0	-2.3	8	1
17	-7	-1.4	7	7
18	2	2.1	0	-3
19	-5	-3.4	.	-5
20	-24	-3.0	1	3

Continued, overlapping the part above by 3 compounds.
entry	SMILES	IDE cell inh	PfM18AAP inh	UBC9 SUMO inh	pCIP destab	VIM-2 inh
18	O=S(=O)(NC1CC1)c1ccc(S(=O)(=O)N2CCN3CCCC3C2)cc1 (configuration not stated)	-1	7	3	-9	-1.5
19	C/C(CCN1CCCCc2nc(C)c(C)cc21)=N\O[C@@H](C)c1cn([C@H](CO)Cc2ccccc2)nn1	.	-1	-20	5	-1.8
20	O=C(Cc1ccccc1)Nc1c(C(=O)N2CCCCCC2)cnn1-c1ccccc1	-3	5	-39	-1	-0.2
21	O=C(Nc1cccc(F)c1)C1CCCN(S(=O)(=O)c2cnc[nH]2)C1 (configuration not stated)	4	-1	-2	-5	-1.5
22	CC(C)Cn1c2c(c(O)c(C(=O)Nc3nccs3)c1=O)CCCC2	1	-6	13	-12	-1.7
23	CCOc1ccccc1N(CC(=O)NC1CCCCC1)S(=O)(=O)c1ccc(C)cc1	13	-3	-15	1	1.5
24	Cc1ccccc1/C=C\c1nc2ccccc2c(=O)n1Cc1ccccc1	4	-4	-10	-19	0.7
25	O=C(O)CCN1C(=O)C2C3C=CC(C3)C2C1=O (configuration not stated)	2	-6	10	-19	-1.8
26	CCCC(=O)NC(=S)Nc1ccc(NC(=O)C(C)C)c(OC)c1	2	-7	-7	-4	-4.3
27	CCOC(=O)N1CCC(NC(=O)Cn2cccc2C(=O)c2ccccc2)CC1	1	3	0	-14	-1.9
28	COc1c(C)cc(Br)cc1C(=O)Nc1ccc(Cc2ccncc2)cc1	-2	0	5	1	-2.9
29	CC1(C)Cc2ccccc2-c2nnc(SCC(=O)N3CCc4ccccc43)n21	-3	-7	-56	-22	0.2
30	COCCN(C(=O)COC(=O)c1oc2ccc(OC)cc2c1C)c1c(N)n(Cc2ccccc2)c(=O)[nH]c1=O	-3	2	23	-4	-0.4

entry	DNA FID counter	IMP-1 inhibitor	IDE act	NS3 helicase inh
18	2	2.1	0	-3
19	-5	-3.4	.	-5
20	-24	-3.0	1	3
21	-3	-2.3	5	1
22	2	-4.2	-2	-2
23	-39	-4.0	2	2
24	-18	-0.6	8	-6
25	2	-3.5	3	10
26	-9	-2.2	6	-2
27	-21	-2.2	7	-17
28	-16	-1.6	4	-18
29	-11	-2.8	-1	2
30	-39	-1.8	5	-2

IMP-1 inhibitor, hit marks shown above
# | structure | IDE cell inh | PfM18AAP inh | UBC9 SUMO inh | pCIP destab | VIM-2 inh | IMP-1 inhibitor | IDE act | NS3 helicase inh
3 | CN1C(=O)C(O)(CC(=O)c2cccnc2)c2ccccc21 (configuration not stated) | -2 | -7 | 7 | 1 | -2.1 | 8.6* | 4 | 1

(listing goes on)
entry	SMILES	IDE cell inh	PfM18AAP inh	UBC9 SUMO inh	pCIP destab	VIM-2 inh
31	O=[N+]([O-])c1ccc(S(=O)(=O)N2CCN=C2SCc2cccnc2)cc1	-1	2	4	-3	-4.6
32	Cc1cccc(NC(=O)c2cc(-c3cc(C)cc(C)c3O)n[nH]2)c1	2	7	1	16	-2.4
33	CCCNC(=O)c1nn2cc(Br)cnc2c1Br	4	-13	10	3	-0.2
34	Cc1cc(C(=O)COC(=O)CNC(=O)c2ccc(Cl)c(Cl)c2)c(C)n1Cc1ccco1	-1	-1	-4	-6	0.5
35	CC(CCc1ccccc1)NC(=O)CNC(=O)COc1ccccc1 (configuration not stated)	3	-3	-31	32	-4.7
36	COc1cc(S(=O)(=O)Nc2cc(C)cc(C)c2)ccc1F	4	5	-13	2	-2.5
37	C(=N\Nc1nc2ccccc2s1)/c1cccs1	-3	14	20	-5	-3.4
38	N#CCSc1nnc(Cc2cccs2)n1C1CCCCC1	9	2	-10	8	-2.2
39	Cc1cc(/C=C(\C#N)C(=O)NCCc2c[nH]c3ccccc23)c(C)n1C	0	-1	-2	-3	-0.3
40	CC(=O)c1ccc2oc3ccccc3c(=O)c2c1	-4	-1	9	-5	6.2

entry	DNA FID counter	IMP-1 inhibitor	IDE act	NS3 helicase inh
31	-6	-3.1	2	-2
32	-5	-2.8	0	-1
33	-1	-0.5	5	3
34	-3	-0.6	3	0
35	-18	-0.1	8	2
36	-1	-0.8	7	-8
37	8	-4.2	2	-19
38	-18	-3.4	2	0
39	-5	-1.3	1	-4
40	-8	-4.3	4	19

(continued)
entry	SMILES	IDE cell inh	PfM18AAP inh	UBC9 SUMO inh	pCIP destab	VIM-2 inh
41	BrC(=C\c1ccccc1)/C=N/N1CCN(Cc2ccccc2)CC1	3	-3	-20	-14	0.8
42	COc1cccc(/C=C/C(=O)OCC(=O)NCCC2=CCCCC2)c1	2	-1	4	-15	-3.2
43	O=c1c(Cc2ccc(F)cc2)c(O)ccn1CC1CCCO1 (configuration not stated)	-1	2	18	-6	-2.0
44	NS(=O)(=O)c1ccc(CNC(=S)Nc2ccc(F)c(Cl)c2)cc1	-3	-4	9	-13	-3.4
45	O=C(CCC(=O)OCC(=O)c1ccc(Cl)cc1Cl)Nc1cccc2cccnc12	5	5	14	-7	3.1
46	Cc1c(C)c2ccc(OC(C)C(=O)NCc3ccccn3)cc2oc1=O (configuration not stated)	7	-1	11	9	-0.3
47	Cc1ccc(NC(=S)N/N=C2/CCCc3c(C)cc(C)cc32)cc1	1	9	-1	4	-0.6
48	COc1ccc(-c2nc(NC(=O)c3nc4nccc(C)n4n3)sc2C)cc1	2	5	18	-1	-3.6
49	Cc1ccc2nc(C)cc(C(=O)N3CCCC(CO)(Cc4ccccc4C)C3)c2c1 (configuration not stated)	3	3	4	-5	-0.3
50	CC(=O)c1ccccc1NC(=O)CC1(CC(=O)O)CCCCC1	-2	17	6	-1	3.0

entry	DNA FID counter	IMP-1 inhibitor	IDE act	NS3 helicase inh
41	-9	-1.7	7	-8
42	-35	-2.8	7	-3
43	-2	-2.6	6	-1
44	2	-1.0	-2	-8
45	-1	-2.4	-2	7
46	-22	-4.4	-2	14
47	-3	-4.1	4	-4
48	-13	-2.9	0	0
49	-34	-1.9	-4	10
50	-6	-1.7	1	-9

Next section
entry	SMILES	IDE cell inh	PfM18AAP inh	UBC9 SUMO inh	pCIP destab	VIM-2 inh
51	CCOC(=O)Cn1cc(/C=C/[N+](=O)[O-])c2ccccc21	1	11	14	4	-1.8
52	CCOC(=O)N[C@H](Cc1c[nH]c2ccccc12)C(=O)NC1CC1	1	-10	15	-32	1.9
53	COc1cccc(CNc2ccc(F)c(Cl)c2)c1O	1	5	.	.	0.1
54	CC(=O)c1cc2c(cc1NC(=O)CN1CCN(C(=O)c3ccco3)CC1)OCO2	.	-4	.	.	-2.5
55	COc1ccccc1N1CCN(C(=O)c2ccc(NC(C)=O)cc2)CC1	1	-4	16	-17	-3.0
56	CCCCN1CN=C(Nc2nc3ccccc3o2)NC1	2	-14	14	-14	-3.7
57	CCC(=O)NC(NC(=O)CC)C(Cl)Cl	1	0	4	5	-2.3
58	O=C(COc1ccccc1)Nc1ccccc1C(=O)NCc1ccco1	4	-11	-20	-9	-1.7
59	COc1ccc(-n2c(N3CCN(C)CC3)nc3sc4c(c3c2=O)CCCCC4)cc1	1	8	3	-21	-0.2
60	O=c1[nH]c2cc3c(cc2cc1CN(CCN1CCOCC1)C(=S)NCC1CCCO1)OCO3 (configuration not stated)	5	41*	4	-5	-1.3

entry	DNA FID counter	IMP-1 inhibitor	IDE act	NS3 helicase inh
51	-12	-1.7	-3	0
52	3	1.1	.	8
53	-4	-4.8	7	-4
54	-2	3.2	.	4
55	-10	-1.6	-1	-4
56	-1	-1.0	-1	-3
57	1	-1.8	0	1
58	-16	-0.3	-1	15
59	6	-1.9	7	-18
60	8	-5.1	6	6

Screening results (PubChem)

No enrichment for hits; 3.6% or so of the library scored in one or more.
